Source: PubChem BioAssay
NSD2 inh: blocks human NSD2 histone methyltransferase activity; inhibition, % at 12.5 µM; NSD2-SET H3K36me1 DELFIA fluorescence, biochemical; actives 0.07% (n = 44,000); O96028; in the data active = inhibition above about 54%, passing the limit was not always enough;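 note: inhibitors reduce the monomethyl H3K36 fluorescence signal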
An asterisk follows results filed as active; i = inactive; & = joins results of further samples. An excerpt, so the mix of outcomes need not match the whole.

NSD2 inh	Structure
0.6	C[C@@H]1CN([C@H](C)CO)C(=O)CCCn2cc(nn2)CO[C@H]1CN(C)C(=O)CCC(F)(F)F
1.8	COc1ccc(NC(=O)Nc2ccc3c(c2)C(=O)N([C@H](C)CO)C[C@H](C)[C@@H](CN(C)S(=O)(=O)c2cn(C)cn2)OCCCC[C@@H](C)O3)cc1
-3.9	C[C@H](CO)N1C[C@H](C)[C@H](CN(C)C(=O)CC2CC2)Oc2cc(-c3ccccc3)ccc2S1(=O)=O
-99.7	C[C@@H]1CCCCO[C@@H](CN(C)C(=O)Nc2ccccc2)[C@@H](C)CN([C@H](C)CO)C(=O)c2cc(NS(=O)(=O)c3ccc(F)cc3)ccc2O1
-2.8	CCCN(C)C[C@@H]1Oc2ncc(-c3ccccc3OC)cc2C(=O)N([C@H](C)CO)C[C@@H]1C
0.4	CC1OC(OC2C(O[C@H]3OC[C@](O)(CO)[C@H]3O)COC(O[C@@H]3[C@@H](O)[C@@H](O)[C@H](OC4C(OC(=O)[C@]56CCC(C)(C)CC5C5=CCC7[C@@]8(C)C[C@H](O)[C@H](OC9OC(CO)C(O)C(O)C9O)[C@@](C)(CO)C8[C@H](O)C[C@@]7(C)[C@]5(C)CC6)OCC(O)C4O)O[C@H]3C)C2O)C(O)C(O)C1O (stereo not given in full)
-3.0	COc1ccc(S(=O)(=O)Nc2ccc3c(c2)C(=O)N([C@H](C)CO)C[C@@H](C)[C@H](CN(C)S(=O)(=O)c2ccc(C)cc2)OCCCC[C@@H](C)O3)cc1
3.2	CC(C)NC(=O)Nc1ccc2c(c1)CC(=O)N([C@H](C)CO)C[C@@H](C)[C@H](CN(C)Cc1ccc(-c3ccccc3)cc1)O2
-0.6	C[C@@H]1CN([C@H](C)CO)C(=O)c2cccc(NC(=O)c3ccncc3)c2O[C@@H]1CN(C)S(=O)(=O)c1cccs1
-212.1	CC(C)NC(=O)N(C)C[C@H]1OCCCC[C@@H](C)Oc2ccc(NC(=O)Nc3ccc(F)cc3)cc2C(=O)N([C@H](C)CO)C[C@@H]1C
1.5	C[C@H](O)C#Cc1ccc2c(c1)O[C@@H](CN(C)C(=O)Nc1ccccc1)[C@@H](C)CN([C@@H](C)CO)S2(=O)=O
17.8	C[C@@H]1CN([C@H](C)CO)S(=O)(=O)c2ccc(/C=C/c3ccccc3)cc2O[C@@H]1CN(C)CC1CC1
-1.3	COc1ccc(S(=O)(=O)N(C)C[C@H]2Oc3ccc(NC(=O)CCC(F)(F)F)cc3C(=O)N([C@H](C)CO)C[C@@H]2C)cc1
-1.9	C[C@H](CO)N1C[C@H](C)[C@H](CN(C)C(=O)Nc2ccccc2)OCCCC[C@H](C)Oc2ccc(NC(=O)CCC(F)(F)F)cc2C1=O
-4.1	COc1ccc(C(=O)Nc2cccc(N=[N+]=[N-])c2)cc1
0.7	C[C@H]1CN([C@@H](C)CO)C(=O)c2cc(NC(=O)Nc3ccc4c(c3)OCO4)ccc2O[C@@H]1CN(C)S(=O)(=O)c1cn(C)cn1
-0.7	CC(C)NC(=O)Nc1ccc2c(c1)C(=O)N([C@H](C)CO)C[C@H](C)[C@@H](CN(C)Cc1ccc(C(F)(F)F)cc1)O2
-2.9	C[C@@H]1CN([C@@H](C)CO)C(=O)c2cc(NC(=O)Nc3ccc(C(F)(F)F)cc3)ccc2O[C@@H](C)CCCCO[C@@H]1CN(C)C(=O)C1CCCCC1
5.1	O=C(C[C@@H]1C[C@H]2c3cc(NC(=O)CC4CC4)ccc3O[C@H]2[C@H](CO)O1)NCc1cccnc1
-2.5	C[C@@H]1CN([C@@H](C)CO)C(=O)c2cc(NS(=O)(=O)c3cn(C)cn3)ccc2O[C@@H](C)CCCCO[C@@H]1CN(C)S(=O)(=O)c1cccs1

Next section:
NSD2 inh	Structure
-3.2	COc1ccc(NC(=O)Nc2ccc3c(c2)[C@@H]2C[C@@H](CC(=O)NCc4ccc5c(c4)OCO5)O[C@@H](CO)[C@@H]2O3)cc1
3.2	C[C@H](CO)N1C[C@H](C)[C@H](CN(C)S(=O)(=O)c2cccs2)Oc2ncc(-c3ccc(F)cc3)cc2C1=O
-0.5	COc1ccccc1-c1ccc2c(c1)O[C@@H](CN(C)S(=O)(=O)c1ccc(F)cc1)[C@@H](C)CN([C@@H](C)CO)S2(=O)=O
0.0	COc1ccc(NC(=O)Nc2nn(Cc3c(F)cccc3Cl)cc2Cl)cc1OC
-9.8	C=CCNC(=O)[C@@H]1[C@H]2C(=O)O[C@H](c3ccccc3)[C@H](c3ccccc3)N2[C@H](c2ccc(O)cc2)[C@@]12C(=O)N(C(=O)OCCOC)c1ccccc12
-1.6	NC(=O)[C@H]1[C@@H]2C(=O)O[C@@H](c3ccccc3)[C@@H](c3ccccc3)N2[C@@H](c2ccc(O)cc2)[C@]12C(=O)Nc1ccc(C#CCCO)cc12
1.3&3.7	COc1ccc([C@@H]2C=C(C(=O)O)O[C@H](OCCCCO)C2)cc1
1.2	CNC[C@H]1Oc2ccc(NC(=O)NC(C)C)cc2CC(=O)N([C@@H](C)CO)C[C@H]1C
i	C[C@@H]1CN([C@H](C)CO)C(=O)c2cc(NS(=O)(=O)c3ccccc3)ccc2O[C@@H](C)CCCCO[C@@H]1CN(C)Cc1ccc(C(=O)O)cc1
-1.7	C[C@@H]1CN([C@H](C)CO)C(=O)c2cc(NS(=O)(=O)c3ccccc3)ccc2O[C@@H](C)CCCCO[C@@H]1CN(C)C(=O)CCC(F)(F)F
0.2	COCC#Cc1cnc2c(c1)C(=O)N([C@@H](C)CO)C[C@@H](C)[C@H](CN(C)S(=O)(=O)c1ccccc1)O2
-1.5	Cc1noc(C)c1NC(=O)N(C)C[C@H]1Oc2ccc(NC(=O)Cn3cnnn3)cc2CC(=O)N([C@@H](C)CO)C[C@H]1C
0.1	C[C@@H]1CN([C@@H](C)CO)C(=O)c2cc(NS(=O)(=O)c3ccc(F)cc3)ccc2O[C@@H](C)CCCCO[C@H]1CN(C)S(=O)(=O)c1ccc(Cl)cc1
-3.2	CCCN(C)C[C@@H]1OCCCC[C@@H](C)Oc2ccc(NC(=O)Nc3ccc(F)cc3)cc2C(=O)N([C@H](C)CO)C[C@@H]1C
5.2	Cc1noc(C)c1NC(=O)Nc1ccc2c(c1)C(=O)N([C@H](C)CO)C[C@H](C)[C@H](CN(C)Cc1ccccc1)O2
-6.8	Cc1noc(C)c1NC(=O)Nc1ccc2c(c1)CC(=O)N([C@@H](C)CO)C[C@H](C)[C@@H](CN(C)S(=O)(=O)c1ccc(F)cc1)O2
-1.3	C[C@@H]1CCCCO[C@H](CN(C)S(=O)(=O)c2ccc(Cl)cc2)[C@H](C)CN([C@@H](C)CO)C(=O)c2cc(NC(=O)NC3CCCCC3)ccc2O1
7.5	COC(=O)C[C@@H]1CC[C@H](NC(=O)c2ccccc2)[C@H](CO)O1
0.4	CCCNC(=O)N(C)C[C@@H]1Oc2ncc(C#CC3(O)CCCC3)cc2C(=O)N([C@H](C)CO)C[C@H]1C
-0.1	Cc1ccc(S(=O)(=O)Nc2ccc3c(c2)C(=O)N([C@@H](C)CO)C[C@@H](C)[C@@H](CN(C)C(=O)NC(C)C)OCCCC[C@H](C)O3)cc1

A portion taken from the entries so far, as a working copy:
NSD2 inh	Structure
1.2	CNC[C@H]1Oc2ccc(NC(=O)NC(C)C)cc2CC(=O)N([C@@H](C)CO)C[C@H]1C
i	C[C@@H]1CN([C@H](C)CO)C(=O)c2cc(NS(=O)(=O)c3ccccc3)ccc2O[C@@H](C)CCCCO[C@@H]1CN(C)Cc1ccc(C(=O)O)cc1
-1.7	C[C@@H]1CN([C@H](C)CO)C(=O)c2cc(NS(=O)(=O)c3ccccc3)ccc2O[C@@H](C)CCCCO[C@@H]1CN(C)C(=O)CCC(F)(F)F
0.2	COCC#Cc1cnc2c(c1)C(=O)N([C@@H](C)CO)C[C@@H](C)[C@H](CN(C)S(=O)(=O)c1ccccc1)O2
-1.5	Cc1noc(C)c1NC(=O)N(C)C[C@H]1Oc2ccc(NC(=O)Cn3cnnn3)cc2CC(=O)N([C@@H](C)CO)C[C@H]1C
0.1	C[C@@H]1CN([C@@H](C)CO)C(=O)c2cc(NS(=O)(=O)c3ccc(F)cc3)ccc2O[C@@H](C)CCCCO[C@H]1CN(C)S(=O)(=O)c1ccc(Cl)cc1
-3.2	CCCN(C)C[C@@H]1OCCCC[C@@H](C)Oc2ccc(NC(=O)Nc3ccc(F)cc3)cc2C(=O)N([C@H](C)CO)C[C@@H]1C
5.2	Cc1noc(C)c1NC(=O)Nc1ccc2c(c1)C(=O)N([C@H](C)CO)C[C@H](C)[C@H](CN(C)Cc1ccccc1)O2
-6.8	Cc1noc(C)c1NC(=O)Nc1ccc2c(c1)CC(=O)N([C@@H](C)CO)C[C@H](C)[C@@H](CN(C)S(=O)(=O)c1ccc(F)cc1)O2

Next section:
NSD2 inh	Structure
-4.8	C[C@@H]1CN([C@H](C)CO)C(=O)c2cc(NS(=O)(=O)c3ccccc3)ccc2O[C@@H]1CN(C)S(=O)(=O)c1ccccc1
2.6	C[C@H]1CCCCO[C@H](CN(C)C(=O)Nc2ccccc2)[C@@H](C)CN([C@@H](C)CO)C(=O)c2cc(NC(=O)CCC(F)(F)F)ccc2O1
5.7	COCC#Cc1ccc2c(c1)O[C@H](CN(C)S(=O)(=O)c1ccc(C)cc1)[C@@H](C)CN([C@H](C)CO)S2(=O)=O
-3.5	C[C@H](CO)N1C[C@H](C)[C@@H](CN(C)C(=O)NC2CCCCC2)Oc2ccc(NC(=O)C3CC3)cc2CC1=O
-4.8	NC(Cc1ccc(Cl)cc1)C(=O)O (stereo not given)
-11.6	C[C@@H]1CN([C@H](C)CO)C(=O)c2cccc(NC(=O)Nc3ccc(F)cc3)c2O[C@H]1CN(C)Cc1ccccc1
4.6	C[C@H]1CN([C@@H](C)CO)C(=O)c2cc(NC(=O)Cc3cn(C)c4ccccc34)ccc2O[C@H]1CN(C)C(=O)Nc1ccccc1
4.2	C[C@@H]1CCCCO[C@@H](CN(C)Cc2ccc(Cl)c(Cl)c2)[C@H](C)CN([C@@H](C)CO)C(=O)c2cc(N(C)C)ccc2O1
2.2	C[C@H](CO)N1C[C@H](C)[C@H](CN(C)Cc2ccncc2)Oc2ccc(NC(=O)C3CC3)cc2CC1=O
-6.4	CCC(=O)N(C)C[C@@H]1Oc2ncc(-c3ccccc3C)cc2C(=O)N([C@H](C)CO)C[C@H]1C
3.9	O=C(O)/C=C/C(=O)N(Cc1ccccc1)Cc1ccccc1
3.1	CNC[C@@H]1Oc2ncc(/C=C/c3ccccc3)cc2C(=O)N([C@H](C)CO)C[C@H]1C
-6.4	C[C@@H]1CN([C@@H](C)CO)C(=O)c2cc(C3=CCCC3)cnc2O[C@@H]1CN(C)C(=O)CN(C)C
1.3	C[C@H](CO)N1C[C@H](C)[C@H](CN(C)C(=O)CN(C)C)Oc2cc(C#CC(C)(C)O)ccc2S1(=O)=O
-1.9	C[C@H](CO)N1C[C@H](C)[C@H](CN(C)S(=O)(=O)c2cccs2)Oc2c(NC(=O)Nc3cccc4ccccc34)cccc2C1=O
-0.5	C[C@H](CO)N1C[C@H](C)[C@H](CN(C)Cc2ccc(Cl)c(Cl)c2)Oc2ccc(NS(=O)(=O)c3ccccc3)cc2C1=O
7.6	C[C@@H]1CN([C@@H](C)CO)S(=O)(=O)c2ccc(/C=C/c3ccccc3)cc2O[C@H]1CN(C)C(=O)c1ccccc1
-3.6	C[C@H]1CN([C@@H](C)CO)C(=O)c2cc(C#CCN(C)C)cnc2O[C@H]1CN(C)Cc1cccc(F)c1
-0.5	C[C@@H]1CN([C@@H](C)CO)C(=O)c2cc(C#Cc3cccc(F)c3)cnc2O[C@H]1CN(C)C(=O)c1ccccc1F
-4.6	Cc1ccc(S(=O)(=O)N(C)C[C@@H]2OCCCC[C@@H](C)Oc3ccc(NC(=O)NC(C)C)cc3C(=O)N([C@H](C)CO)C[C@@H]2C)cc1

Next section:
NSD2 inh	Structure
6.8	C[C@@H]1CN([C@@H](C)CO)S(=O)(=O)c2ccc(/C=C/c3ccccc3)cc2O[C@H]1CN(C)C(=O)Nc1ccc(F)cc1
3.7	C[C@@H]1CN([C@@H](C)CO)C(=O)c2cc(NC(=O)NC3CCCCC3)ccc2O[C@H]1CN(C)C
8.6	Cc1ccc(S(=O)(=O)N(C)C[C@H]2Oc3cc(C#Cc4ccncc4)ccc3S(=O)(=O)N([C@@H](C)CO)C[C@@H]2C)cc1
4.1	CC(C)NC(=O)Nc1cccc2c1O[C@@H](CN(C)S(=O)(=O)c1ccc(F)cc1)[C@H](C)CN([C@H](C)CO)C2=O
-4.3	Cc1cccc(CN(C)C[C@@H]2OCc3cn(nn3)CCCC(=O)N([C@H](C)CO)C[C@@H]2C)c1
9.9	Cc1ccc(-c2cnc3c(c2)C(=O)N([C@H](C)CO)C[C@@H](C)[C@@H](CN(C)C(=O)c2cccc(F)c2)O3)cc1
-3.9	COc1ccc(CNC(=O)C[C@@H]2C=C[C@@H](NC(=O)c3ccc4c(c3)OCO4)[C@@H](CO)O2)cc1
1.5	CC(C)NC(=O)Nc1ccc2c(c1)C(=O)N([C@@H](C)CO)C[C@@H](C)[C@@H](CN(C)S(=O)(=O)c1cccs1)OCCCC[C@H](C)O2
3.5	CC(C)NC(=O)N(C)C[C@H]1OCCCC[C@H](C)Oc2ccc(NC(=O)C3CCCCC3)cc2C(=O)N([C@@H](C)CO)C[C@@H]1C
0.2	COc1ccc(NC(=O)Nc2ccc3c(c2)C(=O)N([C@H](C)CO)C[C@H](C)[C@@H](CN(C)C(=O)Nc2ccc4c(c2)OCO4)OCCCC[C@H](C)O3)cc1
2.8	C[C@@H]1CCCCO[C@H](CN(C)Cc2ccncc2)[C@@H](C)CN([C@@H](C)CO)C(=O)c2cc(NS(=O)(=O)c3cccs3)ccc2O1
-90.8	C[C@@H]1CCCCO[C@H](CN(C)C(=O)Nc2ccc(C(F)(F)F)cc2)[C@H](C)CN([C@@H](C)CO)C(=O)c2cc(NC(=O)NC3CCCCC3)ccc2O1
2.9	CC(=O)N(C)C[C@H]1Oc2cc(Br)ccc2S(=O)(=O)N([C@H](C)CO)C[C@@H]1C
7.0	COc1ccc(CN(C)C[C@@H]2Oc3ccc(NS(=O)(=O)c4cn(C)cn4)cc3C(=O)N([C@H](C)CO)C[C@@H]2C)cc1
0.8	C[C@H]1CN([C@@H](C)CO)C(=O)c2cc(NS(=O)(=O)c3ccc(F)cc3)ccc2O[C@@H]1CN(C)Cc1ccc(C(=O)Nc2ccccc2N)cc1
-1.6	CC(C)=CC(O)C/C(C)=C/COc1ccc2ccc(=O)oc2c1 (stereo not given)
